# TPT1 inhibitor: C. albicans TPT1 enzyme inhibition; recombinant caTPT1, FP RNA substrate dephosphorylation; inhibition, % at 5 µM; 300,000 compounds, 0.81% hits;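 active means inhibition above the mean of all tested compounds plus 3 SD, set per screening campaign, cut at about 24% in these data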;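 further: plate controls were DMSO alone for no effect and ferristatin control at 100 nM for full effect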
# GSTO1 counter: counter-screen for RBBP9 inhibitors: inhibitors of human GSTO1; P78417; recombinant GSTO1, activity-based probe fluorescence polarization; inhibition, % at 5.96 µM; 300,000 compounds, 1.1% hits;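 active means inhibition above the campaign mean inhibition plus 3 SD, cut at about 35% in these data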;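 further: 0% = GSTO1-1 with DMSO and 100% = wells lacking GSTO1-1 enzyme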
# Target sequence (P78417 whole entry, looked up): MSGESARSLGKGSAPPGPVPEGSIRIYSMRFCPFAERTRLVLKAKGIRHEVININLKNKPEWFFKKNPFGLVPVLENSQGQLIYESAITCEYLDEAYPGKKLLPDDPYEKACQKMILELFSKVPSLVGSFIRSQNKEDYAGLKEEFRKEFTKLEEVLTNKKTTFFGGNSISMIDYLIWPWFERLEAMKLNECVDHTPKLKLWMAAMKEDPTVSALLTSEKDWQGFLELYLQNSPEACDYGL
# BCLXL inh: blocks human Bcl-xL binding to Bim BH3 peptide | Q07817 | GST-Bcl-xL / FITC-Bim BH3 peptide fluorescence polarization | inhibition, % at 10.9 µM | 320,000 compounds, 0.7% hits;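 active means inhibition above the mean of all tested compounds plus 3 SD, cutoff set per campaign, cut at about 30% in these data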;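 further: 0% = DMSO wells and 100% = unlabeled Bim-BH3 peptide competitor; inhibitors lower millipolarization by displacing the labeled peptide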
# Target sequence (Q07817 whole entry, looked up): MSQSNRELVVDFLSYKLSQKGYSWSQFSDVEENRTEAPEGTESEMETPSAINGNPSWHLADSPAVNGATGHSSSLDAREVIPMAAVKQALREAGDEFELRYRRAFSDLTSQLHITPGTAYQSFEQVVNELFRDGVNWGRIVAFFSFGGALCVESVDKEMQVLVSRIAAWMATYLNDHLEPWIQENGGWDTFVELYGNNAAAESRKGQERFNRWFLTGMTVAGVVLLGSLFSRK
# GLD-1 RNA inh: GLD-1-TGE RNA interaction inhibition (C. elegans); purified GLD-1 + fluorescein TGE RNA, fluorescence polarization; 320,000 compounds, 0.44% hits; inhibition, % at 5.96 µM; AID 2280; Q17339;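 active means percent inhibition above a per-plate cutoff, the plate mean of test compounds plus 3 SD, cut at about 30% in these data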;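 further: 0% = DMSO wells with GLD-1 and probe and 100% = wells lacking GLD-1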
# Target sequence (Q17339 whole entry, looked up): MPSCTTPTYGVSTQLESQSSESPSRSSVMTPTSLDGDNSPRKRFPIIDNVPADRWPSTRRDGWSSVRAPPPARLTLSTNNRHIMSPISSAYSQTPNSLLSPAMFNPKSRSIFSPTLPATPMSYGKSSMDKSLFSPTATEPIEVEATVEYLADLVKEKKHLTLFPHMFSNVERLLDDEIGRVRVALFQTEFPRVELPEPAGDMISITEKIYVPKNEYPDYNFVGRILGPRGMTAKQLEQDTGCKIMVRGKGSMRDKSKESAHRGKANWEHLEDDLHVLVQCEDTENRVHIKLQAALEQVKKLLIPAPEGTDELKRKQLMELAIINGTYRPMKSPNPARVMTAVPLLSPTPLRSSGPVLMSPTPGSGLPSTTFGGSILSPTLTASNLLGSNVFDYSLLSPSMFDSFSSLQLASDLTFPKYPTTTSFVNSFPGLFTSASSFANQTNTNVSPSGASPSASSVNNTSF
# MEX-5 binding: C. elegans MEX-5 TCR-2 RNA binding activity; Q9XUB2; MEX-5/FITC-TCR2 RNA binding, fluorescence polarization; hits give low values; activity score (negative = inhibition of binding), % at 10 µM; 300,000 compounds, 0.38% hits; AID 1832;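 active means inhibition past about -25% in most replicates, and total fluorescence under double the plate's negative control median, limit read from the data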;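 further: 0% = DMSO and -100% = 5 µM competing unlabeled TCR2 RNA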
# MCL1 BIM primary: disrupts human MCL1 binding to BIM-BH3 peptide; GST-MCL1 / FITC-Bim-BH3 fluorescence polarization; AID 2057; 320,000 compounds, 0.68% hits; Q07820; inhibition, % at 10.9 µM;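 active means inhibition above the mean inhibition of all tested compounds plus 3 SD, set per campaign, cut at about 40% in these data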;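 further: 0% = DMSO wells and 100% = unlabeled Bim-BH3 peptide control; higher means more loss of mP so more displacement of Bim peptide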
# PAD4 FP inh: inhibitors of human PAD4; recombinant PAD4, RCA probe fluorescence polarization; inhibition, % at 6.36 µM; 330,000 compounds, 0.41% hits;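 active means percent inhibition above a cutoff equal to the mean of all tested compounds plus 3 SD, cut at about 15% in these data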;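 further: 0% = PAD4 with RCA probe and DMSO and 100% = probe without PAD4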
# PME-1 primary: blocks human protein phosphatase methylesterase 1 | Q9Y570 | recombinant PME-1, FP-Rh probe fluorescence polarization | inhibition, % at 5.9 µM | 320,000 compounds, 0.53% hits;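 active means inhibition above the campaign mean of all compounds plus 3 SD, cut at about 26% in these data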;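 further: competitive labeling of PME-1 active site by serine hydrolase directed probe; 0% = PME-1 with DMSO and 100% = wells lacking PME-1 enzyme; inhibitors block probe labeling so polarization falls and inhibition rises; many of its hits are not listed in these tables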
# Fam108B inh: counter-screen for RBBP9 inhibitors: inhibitors of mouse Fam108B. recombinant Fam108B, FP-Rh probe fluorescence polarization. inhibition, % at 9.51 µM. 300,000 compounds, 0.33% hits;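 active means inhibition above the screen mean inhibition plus 3 SD, computed separately per campaign, cut at about 18% in these data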;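 further: inhibitors lower polarization as less probe binds the enzyme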
# Starred values were filed as active, the others as inactive; . = not tested or not shown. A portion of the library (hit frequency here may not be typical).
SMILES,TPT1 inhibitor,GSTO1 counter,BCLXL inh,GLD-1 RNA inh,MEX-5 binding,MCL1 BIM primary,PAD4 FP inh,PME-1 primary,Fam108B inh
O=C1Nc2ccccc2Nc2ccccc21,1,23,6,-1,-0.7,5,-1,-2,0
Cc1ccc(C(=O)N(C)c2ccc(OCC(=O)N3c4ccc(C)cc4C4CN(C)CCC43)cc2)cc1 (stereo not drawn),-1,-4,-1,-9,0.5,-5,-6,5,-2
CCOC(=O)C1=C(C)N(CCCC(=O)O)C(=O)NC1c1ccc(Cl)cc1 (stereo not drawn),-3,4,7,1,-1.7,4,1,-5,-1
COc1ccccc1CN1CCN(S(=O)(=O)c2ccc(C)cc2)CC1,-2,-4,-1,-1,-2.8,0,2,4,3
O=C(O)/C=C/C(=O)Nc1ccc(O)cc1,-2,59*,9,1,-1.0,8,60*,13,0
Cc1ccsc1C(=O)NCCC(c1ccccc1)c1ccccc1,3,0,5,0,1.6,5,-1,4,-2
COc1ccc(-c2noc(Cc3cccs3)n2)cc1,-1,-1,3,4,1.3,3,-2,3,-3
COC(=O)c1sccc1NC(=O)c1ccc(Br)o1,-3,2,7,3,-0.7,1,-5,-14,-8
O=C(NCCc1c[nH]c2ccc(Cl)cc12)c1ccc([N+](=O)[O-])cc1,-1,-7,-1,2,-0.6,-3,-1,3,5
COc1cc(CNCCNC(=O)c2nonc2N)ccc1OCc1ccc(Cl)nc1,2,-1,0,-2,-2.8,0,-5,8,1
O=C(COc1ccc(F)cc1F)N1CCCCCCC1,1,8,7,2,-4.5,4,3,-1,1
COc1ccc(Nc2nc(NCc3ccco3)nc(N/N=C/c3ccccc3)n2)cc1,0,-5,8,5,0.0,6,4,5,13
O=C(CNC(=O)c1ccc(Br)o1)NC12CC3CC(CC(C3)C1)C2,-5,3,1,-2,-0.4,-4,0,4,-2
CC(C)CC(=O)NC(c1ccccc1Cl)c1c(O)ccc2ccccc12 (stereo not drawn),-1,-2,4,6,-0.9,4,0,47*,9
COC(=O)C1=C(N)Oc2cc(C)n(CCCn3ccnc3)c(=O)c2C1c1ccc(Cl)cc1 (stereo not drawn),2,-4,8,8,-1.2,2,1,2,-3
COC(=O)c1cccc(N(C(=O)c2ccco2)C(C(=O)NC2CCCC2)c2ccc(N3CCOCC3)cc2)c1 (stereo not drawn),-2,1,0,3,-2.1,10,1,2,-1
O=c1[nH]c(Cc2ccccc2Cl)nc2ccccc12,1,-3,1,7,-0.9,-1,-2,0,-1
Cc1ccc(-n2nc3c(=O)n(CCCC(=O)NCC(C)c4ccccc4)nc(C)c3c2C)cc1 (stereo not drawn),1,-9,4,-1,-3.3,0,6,1,2
O=C(CSc1nnc(-c2cccs2)o1)Nc1cccc(S(=O)(=O)N2CCCCC2)c1,4,-3,-4,2,1.3,-2,-3,-9,-7
Cn1c(-c2sc3ccccc3c2Cl)n[nH]c1=S,0,9,-17,-3,0.3,-16,3,-2,2
CC1(c2ccccc2)NC(=O)N(N)C1=O (stereo not drawn),0,2,7,-1,0.2,4,-2,-6,-10
COc1cccc(OC)c1C(=O)Nc1ccc2c(c1)OCCO2,-5,14,1,3,-0.4,-1,3,2,2
c1ccc(C(c2ccccn2)c2ccccn2)cc1,1,7,0,3,-1.4,-4,-5,0,-3
COc1cccc(CNC(=O)C(CC(C)C)NC(=O)c2ccccc2C)c1 (stereo not drawn),-2,-4,0,-6,-3.4,-9,-8,-11,0
COc1ccccc1OCC(=O)Nc1ccc2c(c1)C(=O)N(CC1CCCO1)C2=O (stereo not drawn),0,1,-1,11,-2.0,0,0,-16,0
Nc1nnnn1/N=C/c1ccccn1,-1,-4,-2,11,2.1,-6,-4,-3,2
COc1ccc(OCC(=O)NC(=S)Nc2ccccc2F)cc1,3,4,6,3,-0.3,18,0,-19,-1
Cc1ccc(S(=O)(=O)N2CCCC2)cc1C(=O)O,-8,10,1,-9,-1.2,0,-6,-1,-1
Cn1nnc2cc(C(=O)N3CCC(c4ccccc4)C3)ccc21 (stereo not drawn),2,1,-2,4,3.3,2,-2,-4,-3
COc1ccc(NC(=O)c2ccc(-c3nn(C)c(=O)c4ccccc34)cc2)cc1C(N)=O,-1,6,7,-8,-2.6,5,1,-4,-6
CCC1(C)SC(N)=NN1C(C)=O (stereo not drawn),3,-1,1,2,2.8,10,-4,-7,0
CCN1CCN(C(=S)Nc2ccc([N+](=O)[O-])cc2)CC1,1,8,0,-2,0.9,4,-8,-1,-3
CCCC(=O)OCC(=O)c1[nH]c(C)c(C(C)=O)c1C,2,-2,0,-2,1.2,-5,-3,6,-1
COc1ccc(NCC(=O)N/N=C2\CCc3ccccc32)cc1,1,11,6,2,0.3,6,-10,2,-1
COc1ccc(C(=O)N=C2SC3CS(=O)(=O)CC3N2Cc2ccccc2)cc1OC (stereo not drawn),-2,-5,1,-3,1.1,-7,2,-4,2
COc1ccccc1C(=O)NCCC(=O)N1CCN(c2ccccc2O)CC1,-5,2,4,-5,6.8,4,-2,3,1
COc1ccccc1Oc1coc2cc(OCC(N)=O)ccc2c1=O,-2,2,5,2,0.6,7,3,3,1
CCn1cc(/C=N\NC(=O)c2ccccc2Cl)cn1,-3,4,2,-7,1.0,-3,0,1,-1
CCCCOC(=O)Nc1nnc(CC(=O)NCc2ccccc2)s1,-4,13,0,1,2.9,1,-1,-5,5
O=C(CN(C(=O)c1ccc2c(c1)OCCO2)c1ccccc1)NCC1CCCO1 (stereo not drawn),-1,4,4,5,0.9,5,-3,-2,-4

# Some of these compounds in order of heavy-atom count, largest number first.
SMILES,TPT1 inhibitor,GSTO1 counter,BCLXL inh,GLD-1 RNA inh,MEX-5 binding,MCL1 BIM primary,PAD4 FP inh,PME-1 primary,Fam108B inh
COc1cccc(CNC(=O)C(CC(C)C)NC(=O)c2ccccc2C)c1 (stereo not drawn),-2,-4,0,-6,-3.4,-9,-8,-11,0
COc1cccc(OC)c1C(=O)Nc1ccc2c(c1)OCCO2,-5,14,1,3,-0.4,-1,3,2,2
CCN1CCN(C(=S)Nc2ccc([N+](=O)[O-])cc2)CC1,1,8,0,-2,0.9,4,-8,-1,-3
CCn1cc(/C=N\NC(=O)c2ccccc2Cl)cn1,-3,4,2,-7,1.0,-3,0,1,-1
CCC1(C)SC(N)=NN1C(C)=O (stereo not drawn),3,-1,1,2,2.8,10,-4,-7,0

# Additional structures follow.
SMILES,TPT1 inhibitor,GSTO1 counter,BCLXL inh,GLD-1 RNA inh,MEX-5 binding,MCL1 BIM primary,PAD4 FP inh,PME-1 primary,Fam108B inh
COCCn1c(C)cc(C(=O)CSc2nc(C)c(C)c(C)n2)c1C,-2,7,16,13,-1.5,12,-6,-1,3
CCc1ccc(/C=N/NC(=O)c2cc(-c3ccncc3)nc3ccccc23)s1,-2,-10,-3,6,-1.7,-5,-2,-11,-7
Cc1cccc(Nc2nc3c(S(=O)(=O)c4ccccc4)nnn3c3ccccc23)c1,-1,-1,-10,-5,4.7,-14,-2,1,0
O=C(CN1CCN(c2ccccn2)CC1)Nc1ccc(OCc2ccccc2)cc1,-4,1,5,9,0.6,-1,1,3,2
CC(=O)c1c(N2CCN(C(=O)C3CCCO3)CC2)nc(=S)n(-c2ccccc2)c1C (stereo not drawn),-1,0,8,8,-2.5,6,3,1,-4
COc1ccc2oc(C(=O)Nc3ccc(S(=O)(=O)N(C)C4CCN(C)CC4)cc3)c(C)c2c1,0,-7,5,-2,-0.8,2,4,1,-3
O=[N+]([O-])c1cccc(-c2c(-c3ccccc3)ncc3cc(F)ccc23)c1,.,.,-6,10,.,-2,0,9,.
Cc1nc(CCNC(=O)c2ccccc2)cs1,1,-1,0,1,0.9,-1,-5,2,-3
Cc1c(Cl)c([N+](=O)[O-])nn1CC(=O)NCc1ccco1,-3,3,8,1,-1.1,-3,0,2,3
O=C(NCCc1c[nH]c2ccccc12)c1cnccn1,6,3,2,1,-1.0,1,0,-3,-2
COc1ccc(-c2ccnc(SCC(=O)N3CCOCC3)n2)cc1,-3,7,4,4,-0.8,5,3,-3,-2
O=C(CN1C(=O)C2C3C=CC(C3)C2C1=O)Nc1nc(SCc2ccc(Cl)cc2)n[nH]1 (stereo not drawn),0,-14,0,-5,-1.9,-2,3,-1,-1
COC1Cc2ccccc2N(C(=O)N2CCN(CCO)CC2)c2ccccc21 (stereo not drawn),-2,3,3,3,0.3,0,-2,6,0
CN(C)c1ccc(/C=C/c2nc3ccccc3c(=O)n2CCO)cc1,80*,6,-6,-48,29,-34,-1,4,-4
CC1(C)N=C(N)N=C(N)N1c1cccc(CN)c1,0,8,0,3,0.6,-4,-5,4,-2
CCCNS(=O)(=O)c1ccc(CCC(=O)NCc2ccco2)cc1,-1,-2,1,7,-1.1,6,0,1,1
CC(=O)N1C(=O)CC(C)N(C(C)=O)c2ccc([N+](=O)[O-])cc21 (stereo not drawn),-1,3,0,-1,-1.3,1,-4,3,-2
COC(=O)CSc1nc2nc(C)c(Br)cc2[nH]1,0,-3,-1,-5,1.3,-3,0,-3,-3
Cn1cc(C(=O)N2CCN(c3ccccn3)CC2)c(=O)c2cc(S(=O)(=O)N3CCOCC3)ccc21,2,6,4,-3,.,-2,2,7,0
COCCCNC(=O)c1cc2cc(Br)ccc2oc1=O,-1,-4,2,0,.,2,2,5,9
O=C(Nc1nnc(COc2ccc(F)cc2)s1)Nc1ccccc1F,-1,1,-1,-3,-1.7,7,-4,-6,-5
CC1=CC(C)(C)N(C(=O)c2ccc(F)cc2)c2cc3c(cc21)OCO3,0,10,9,1,-2.0,9,0,0,-1
O=C(NC1CCCCC1)C(c1ccco1)N(C(=O)c1csnn1)c1ccccc1 (stereo not drawn),4,1,0,4,0.1,-4,-3,-3,-11
CN(C)c1ccc(/C=C2\NC(=S)N(Cc3ccccc3)C2=O)cc1,196*,-43,-52,-107,16,-84,-14,-4,6
C=CCn1c(N)c(C(=O)NCCC2=CCCCC2)sc1=S,-3,8,8,0,2.0,11,2,0,1
O=S1(=O)c2cccc3cccc(c23)N1CCBr,-4,45*,3,-7,-2.1,4,0,1,4
COCCNC(=O)c1cc(-c2cccc(OC)c2)on1,-1,5,-2,10,4.2,2,-4,3,4
CC(C)CN1C(=O)c2ccc(NC(=O)c3cccs3)cc2C1=O,-1,-1,1,8,0.0,7,1,-5,-4
CN(C(=O)c1cc2n(n1)C(C(F)(F)F)CC(c1ccco1)N2)c1ccccc1 (stereo not drawn),1,-5,5,4,1.2,-5,1,2,-1
CC1CCN(C(=S)NC(=O)c2cccs2)CC1,-9,4,7,-2,0.4,0,-7,0,6
CC1(C)CC(=O)C=C(Nc2ccc(F)cc2F)C1,-1,9,6,-6,0.8,5,-4,0,0

# Another view of some results above.
Structure	TPT1 inhibitor	GSTO1 counter	BCLXL inh	GLD-1 RNA inh	MEX-5 binding	MCL1 BIM primary	PAD4 FP inh	PME-1 primary	Fam108B inh
CC1CCN(C(=S)NC(=O)c2cccs2)CC1	-9	4	7	-2	0.4	0	-7	0	6
C=CCn1c(N)c(C(=O)NCCC2=CCCCC2)sc1=S	-3	8	8	0	2.0	11	2	0	1

# From PubChem
